Assay outcomes from PubChem.
PGC1a acetyl inh = PGC1a acetylation modulation, inhibitor mode; 350,000 tested, 0.17% active; U2OS PGC1a acetylation, AlphaScreen anti-acetyl-lysine; with virally co-expressed GCN5 acetyltransferase; inhibition, % at 15.6 µM;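 active means every replicate shows inhibition of at least 40%; inconclusive means mean inhibition at least 40% but some replicate below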;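 further: 0% = neutral control wells and 100% = positive control wells; some results beyond the cut were filed as inactive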
ERAP1 HTS inh = ERAP1 (human) enzyme inhibition; 340,000 tested, 0.15% active; AID 652197; Q9NZ08; inhibition, % at 10.7 µM; recombinant ERAP1, Leu-AMC fluorescence, 60 min;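 active means mean replicate inhibition of at least 30%, or all replicates individually reaching that 30% level; inactive means mean below 30% and not every replicate reaching it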;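 further: 0% = neutral control wells and 100% = L-leucinethiol positive control wells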
SIRT5 inh = inhibitors of human sirtuin-5 desuccinylase; Q9NXA8; Purified SirT5, succinyl-peptide AMC, trypsin-coupled fluorescence; inhibition, % at 15 µM; 330,000 tested, 1.1% active; AID 652115; in the data active means inhibition above about 15%; inconclusive means no clear call, values can overlap the other calls
Target sequence (Q9NXA8 whole entry, looked up): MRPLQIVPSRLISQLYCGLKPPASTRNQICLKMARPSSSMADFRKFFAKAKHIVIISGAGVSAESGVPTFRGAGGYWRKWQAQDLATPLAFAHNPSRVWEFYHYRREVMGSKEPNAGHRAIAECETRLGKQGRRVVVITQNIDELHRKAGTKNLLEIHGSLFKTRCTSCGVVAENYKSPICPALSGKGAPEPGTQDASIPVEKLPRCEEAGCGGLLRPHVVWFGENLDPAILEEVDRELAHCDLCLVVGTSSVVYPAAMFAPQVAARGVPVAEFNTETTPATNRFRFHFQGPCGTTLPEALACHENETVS
Cneo AK release = causes C. neoformans cell lysis | adenylate kinase release luminescence, 4 h; normalised: neutral wells 0, clomiphene wells 100 | 360,000 tested, 0.2% active | AID 651654 | lysis activity, % at 15 µM;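 active means mean lysis activity across replicates of at least 80%, whatever share of replicates individually reach that level; inactive means mean lysis activity below 80%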
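read-out = cell lysis signal | test system = log-phase Cryptococcus neoformans yeast cells | input = cells at 5 × 10^6 per mL | medium = fresh YPD growth medium | signal = luminescent adenylate kinase detection reagent | timing = 4 h at 37 °C static, read 1 h later | dosing = single dose | controls = Clomiphene as positive lysis control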
XiGFP reactiv = reactivates the inactive X chromosome in mouse fibroblasts. XiGFP mouse fibroblasts, % GFP-positive cells imaging, 3 d; cells co-treated with 5-aza-dC sensitizer; scaled so ellipticine positive control = 100%. activation, % at 7.58 µM. 360,000 tested, 0.055% active. AID 743238;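 active means mean normalized replicate activation at least 10% and every replicate at or above 10%; inconclusive means only one of the two criteria met; inactive means mean below 10% and not all replicates reach 10%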;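 further: 0% = median of on-plate neutral control wells and 100% = ellipticine 6 µM median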
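System: 68-5-11 XiGFP fibroblast line | Buffer or medium: DMEM containing 5-aza-dC | Compound: Single point | Times: Compounds 3 days, fix/stain 15 min at room temperature | Benchmarks: Positive control ellipticine, 6 µM final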
LGR2 antag = Drosophila LGR2 receptor signaling inhibition; HEK293 LGR2, CRE-luciferase, bursicon-stimulated, 4 h; inhibition, % at 9.99 µM; 380,000 tested, 0.35% active; AID 720647;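 active means drop in luminescence signal, shown as inhibition above about 50% in the replicate tests, limit read from the data, passing the limit was not always enough; inconclusive means probably only some replicates passing the limit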;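 further: agonist challenge used bursicon conditioned medium at about half maximal strength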
S100A4 inh HTS = blocks human S100A4 binding to myosin IIA peptide. P26447. S100A4/TAMRA-MyoIIA peptide fluorescence polarization. inhibition, % at 10.7 µM. 360,000 tested, 0.14% active;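 active means mean inhibition of at least 70% across replicates, with every replicate also reaching that level; inconclusive means mean inhibition reaches 70% but some replicates fall short; inactive means mean inhibition below 70%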
Target sequence (P26447 whole entry, looked up): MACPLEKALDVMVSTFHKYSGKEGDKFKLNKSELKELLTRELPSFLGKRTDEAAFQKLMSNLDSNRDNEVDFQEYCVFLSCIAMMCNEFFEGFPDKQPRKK
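assay system = human S100A4 monomer with TAMRA-labelled myosin IIA peptide | also added = labelled myosin peptide probe, 5 nM | incubation = 5 min between mix addition and reading | control set = DMSO and TFP controls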
Statin myotox sup = suppressors of simvastatin-induced myotoxicity in C2C12 myotubes. rescue of ATP level, % at 7.49 µM. AID 602340. 330,000 tested, 0.78% active. ATP luminescence, 48 h; scaled: DMSO 0, geranylgeraniol control 100;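 active means mean ATP rescue above about 67%, or every replicate alone reaching that limit, limit read from the data, passing the limit was not always enough; inconclusive means no clear call, values can overlap the other calls; inactive means mean under the limit and some replicate under it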;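 further: myotubes were challenged with 10 µM simvastatin during compound exposure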
Starred values were filed as active, the others as inactive; u = inconclusive; x = not tested or not shown; & = joins results of further samples. The list is partial; count on the stated rates, not on these rows.

SMILES | PGC1a acetyl inh | ERAP1 HTS inh | SIRT5 inh | Cneo AK release | XiGFP reactiv | LGR2 antag | S100A4 inh HTS | Statin myotox sup
CCCNC(=O)N1[C@H](C#N)[C@@H](c2ccccc2-c2ccc(C)cc2)[C@@H]1CO | -2 | 1 | 3 | x | 0.0 | 6 | 13 | x
CN(C)C(=O)C[C@H]1CC[C@@H](NC(=O)Nc2cccc(F)c2)[C@H](CO)O1 | -4 | 3 | 6 | -1 | 0.9 | -6 | 9 | 5
CCOc1cc(/C=N/n2c(C)nc3sc(C)c(C)c3c2=O)ccc1O | x | -1 | 0 | x | 0.1 | -13 | 2 | x
Nc1ccccc1SCC(=O)Nc1nccs1 | x | -2 | -4 | x | -0.1 | 14 | -4 | x
Cc1noc(C)c1S(=O)(=O)Nc1ccc2c(c1)C(=O)N([C@H](C)CO)C[C@@H](C)[C@H](CN(C)Cc1ccc3c(c1)OCO3)OCCCC[C@H](C)O2 | 25 | 0 | 1 | 1 | 0.4 | -11 | -37 | x
O=C(c1cc(COc2ccc(F)c(F)c2)on1)N1CCOCC1 | -1 | -3 | -4 | 1 | 0.0 | -19 | -6 | 3
C[C@H](CO)N1C[C@H](C)[C@H](CN(C)S(C)(=O)=O)Oc2ncc(C#Cc3cccnc3)cc2C1=O | -7 | 0 | -3 | -3 | 2.1 | 9 | -2 | -2
CCOc1ccc(N(CC(=O)NC2CCCC2)C(=O)CCC(=O)Nc2ccccn2)cc1 | 14 | x | x | 2 | x | -4 | x | 22
O=C(N[C@H]1C=C[C@@H](CC(=O)N2CCN(c3ccccc3)CC2)O[C@@H]1CO)c1ccncc1 | 6 | -1 | -1 | 5 | -0.5 | 18 | 2 | -1
Cc1ccc(Cn2c(=N)c(C(=O)NCC3CCCO3)cc3c(=O)n4cccc(C)c4nc32)cc1 (centres undefined) | -8 | -147 | -9 | 1 | 0.1 | 7 | -2 | -2
CCOc1cc(N2CCOCC2)c(OCC)cc1NC(=O)COC(=O)c1c(CC)noc1C | -9 | 1 | 0 | 1 | 0.1 | -5 | 0 | 10
C[C@]12C[C@H](O)[C@H]3[C@@H](CCC4=CC(=O)CC[C@@]43C)[C@@H]1CC[C@@H]2C(=O)CO | -4 | 0 | -3 | -1 | -0.1 | -8 | 0&-6 | -16
O=C(CSc1nnnn1-c1ccccc1Cl)Nc1ccc2c(c1)OCCO2 | 2 | -2 | -1 | -1 | 0.2 | -25 | -2 | -1
COCCNC(=O)c1c(CSc2ccccc2)noc1C(=O)NCc1ccccc1 | 6 | 0 | 0 | 1 | 0.0 | 0 | 6 | -3
O=[N+]([O-])c1ccc(C(O)CSC(=S)N2CCCCC2)cc1 (centres undefined) | x | -1 | 4 | 6 | 0.0 | -101 | -6 | -25
COC(=O)C1=C(C)OC(N)=C(C#N)C1c1cc2cc(C)ccc2nc1Cl (centres undefined) | -7 | -4 | -6 | x | 0.1 | -24 | -3 | x
CCOCCCNC(=O)C(c1ccccc1)N(Cc1cccs1)C(=O)c1ccccc1O (centres undefined) | -3 | -1 | 1 | x | 0.0 | 12 | -2 | x
CN(CC(=O)NC1CCCCCC1)S(=O)(=O)c1ccc2c(c1)n(C)c(=O)c(=O)n2C | -5 | 1 | -6 | -2 | 0.1 | 1 | -5 | 18
O=C(Nc1ccc(C(F)(F)F)cc1)c1ccccc1-n1cnnn1 | 13 | 2 | -2 | -2 | -0.1 | -21 | -2 | -7
O=C(/C=C/c1ccco1)Nc1ccc2nc3n(c(=O)c2c1)CCCC3 | x | 1 | 1 | x | 0.1 | -34 | 37 | x
CCCn1nc2cc(C(=O)N(CC)c3ccc(OC)cc3)ccc2c1OCC | x | -1 | x | 1 | -0.6 | 16 | -6 | 4
C[C@H]1CN([C@@H](C)CO)C(=O)c2cccc(NC(=O)C3CCCCC3)c2O[C@@H]1CN(C)S(C)(=O)=O | x | 1 | 3 | 0 | -1.0 | -9 | 22 | 16
C[C@@H]1CN([C@H](C)CO)C(=O)c2cc(NC(=O)CCC(F)(F)F)ccc2O[C@@H]1CN(C)Cc1ccc(C(F)(F)F)cc1 | -4 | 1 | 10 | -1 | -0.1 | 5 | 6 | 12
O=C(COc1ccc(Nc2ccccc2)cc1)OCC(=O)N1CCCCC1 | 5 | 1 | -2 | -8 | -0.1 | 3 | -21 | -1
CC(C)(C)c1ccc(OCCC(=O)OCC(=O)NCc2ccccc2)cc1 | x | -3 | -3 | -3 | 0.1 | 22 | 1 | -1
Cn1c(=O)c2c(SCC(=O)Nc3ccccc3F)nc(-c3ccccc3F)nc2n(C)c1=O | -14 | 3 | -3 | -3 | 0.2 | -5 | -6 | 9
COC(=O)C1CCN(c2ccc(Cl)nn2)CC1 | x | -7 | 2 | x | 0.0 | x | 3 | x
Cc1cccc2cncc(OCc3nnc(SC(F)F)n3C)c12 | 10 | 6 | -2 | x | 0.0 | 15 | 3 | x
CCN(CC)CCN(Cc1cc2cc3c(cc2[nH]c1=O)OCO3)C(=S)NCC(C)C | 10 | 7 | -4 | -1 | 0.0 | 4 | -6 | -36
COc1ccc(C(=O)Nc2ccc(NC(=O)c3cccs3)cc2)cc1[N+](=O)[O-] | x | -2 | -2 | x | 0.0 | 3 | 0 | x

3 compounds from above, ordered by their value in ERAP1 HTS inh, descending:
| Molecule | ERAP1 HTS inh |
| --- | --- |
| CCN(CC)CCN(Cc1cc2cc3c(cc2[nH]c1=O)OCO3)C(=S)NCC(C)C | 7 |
| Cc1cccc2cncc(OCc3nnc(SC(F)F)n3C)c12 | 6 |
| O=C(COc1ccc(Nc2ccccc2)cc1)OCC(=O)N1CCCCC1 | 1 |

Next entries follow:
SMILES | PGC1a acetyl inh | ERAP1 HTS inh | SIRT5 inh | Cneo AK release | XiGFP reactiv | LGR2 antag | S100A4 inh HTS | Statin myotox sup
Cc1ccccc1N=Nc1c(C)[nH]n(C(N)=S)c1=O | 1 | 0 | -1 | 6 | 0.1 | 15 | -11 | 5
COC(=O)c1ccc(OC(=O)c2ccc(OC)cc2)c(OC)c1 | -4 | 2 | -3 | x | 0.0 | -24 | -5 | x
S=C(NCc1ccccc1)N1CCN(c2cccc(Cl)c2)CC1 | x | 3 | 1 | x | -0.2 | 12 | 0 | x
CN(Cc1ccccc1)C(=O)COc1ccc(N(C)S(=O)(=O)c2ccc(F)cc2)cc1 | 2 | x | 18* | x | 0.0 | 14 | 1 | x
O=C(CN1CSCC1=O)N1CCN(S(=O)(=O)c2cccc(F)c2)CC1 | 6 | 4 | 4 | 0 | 0.1 | -12 | 3 | 23
Cc1ccc(S(=O)(=O)C[C@@H]2OC[C@H](C(C)C)N2S(=O)(=O)c2ccc(C)cc2)cc1 | x | 1 | 2 | x | -0.1 | 28 | 1 | x
Cc1ccccc1S(=O)(=O)N1CC[C@H]2[C@H](CO)Nc3ccc(-c4ccccc4)cc3[C@H]21 | -1 | -1 | 7 | -2 | 0.3 | 7 | -17 | -1
O=c1cc(CCl)[nH]c2nc3ccccc3n12 | 3 | -4 | -3 | 2 | -0.1 | -2 | 4 | x
Cc1ccc(CCN2CC(C(=O)NCCC(C)C)CC2=O)cc1 (centres undefined) | x | 0 | -2 | 4 | 0.5 | -10 | 0 | 7
CCCCCCCCCCOC(=O)Cn1c(COc2ccc(C)cc2)[n+](C)c2ccccc21 | x | 9 | 10 | 12 | 0.0 | u | 3 | -52

Entries listed so far marked active in SIRT5 inh.
| SMILES | PGC1a acetyl inh | ERAP1 HTS inh | SIRT5 inh | LGR2 antag | S100A4 inh HTS |
| --- | --- | --- | --- | --- | --- |
| CN(Cc1ccccc1)C(=O)COc1ccc(N(C)S(=O)(=O)c2ccc(F)cc2)cc1 | 2 | x | 18* | 14 | 1 |

Carrying on:
SMILES | PGC1a acetyl inh | ERAP1 HTS inh | SIRT5 inh | Cneo AK release | XiGFP reactiv | LGR2 antag | S100A4 inh HTS | Statin myotox sup
COc1cccc(-c2ccccc2[C@H]2[C@@H](C#N)N(C(=O)Cc3ccccc3)[C@@H]2CO)c1 | x | 1 | x | x | 0.0 | 33 | -1 | x
Cc1cc(C)c2nc(-c3cccnc3)cc(C(=O)NC(C)c3cnn(C)c3C)c2c1 (centres undefined) | -3 | 2 | 0 | 3 | 0.1 | -16 | 8 | -2
CC1CCN(C(=O)c2ncn3c2C(=O)N[C@@H](C)C3)CC1 | x | -4 | -4 | x | 0.3 | 9 | -4 | x
N#C[C@H]1[C@@H](c2ccccc2-c2cccc(F)c2)[C@H](CO)N1C(=O)CN1CCOCC1 | -8 | 3 | 2 | x | 0.0 | -2 | 0 | x
COC(=O)[C@@H]1C[C@@]2(O)[C@H](O)[C@H](O)[C@H](O)C[C@H]2N1Cc1ccc(C(F)(F)F)cc1 | x | -2 | x | 0 | 0.2 | -4 | -1 | -3
CCN1CCN(C(=S)NCCOC)CC1 | x | 18 | -4 | x | 0.0 | 7 | 0 | x
CC(C)NC(=O)Nc1ccc2c(c1)C(=O)N([C@H](C)CO)C[C@H](C)[C@@H](CN(C)CC1CCCCC1)OCCCC[C@H](C)O2 | 9 | 0 | 1 | 4 | 0.3 | -2 | 6 | x
N#Cc1cc2cc(Cl)ccc2[nH]c1=O | x | x | 1 | x | 0.1 | -23 | -1 | x
CCn1cc(C(=O)OCC(=O)Nc2ccccc2OC(F)F)c(=O)c2ccc(C)nc21 | 0 | 1 | -1 | 0 | -0.1 | -31 | 1 | -3
CCN(C(=O)Cn1c(=O)n2nc(CCn3nc(C)cc3C)nc2c2ccccc21)c1cccc(C)c1 | 4 | x | x | -1 | x | 8 | x | 6
O=C(Nc1ccccc1F)N1CCCCN2[C@@H](CO)[C@@H](c3ccc(C#Cc4ccccc4)cc3)[C@@H]2C1 | -54 | -3 | 8 | 4 | -0.1 | 10 | -3 | x
CO[C@H]1CN(C)C(=O)c2ccc(NC(=O)C3CCC3)cc2OC[C@@H](C)N(C(=O)CN(C)C)C[C@@H]1C | 0 | x | x | -4 | -0.1 | -1 | x | 1
C/C(N)=C(/C#N)C(=O)COC(=O)COc1ccc(Cl)cc1 | 15 | 1 | x | x | 0.0 | 19 | -3 | x
C[C@H]1CN([C@@H](C)CO)C(=O)Cc2cc(NC(=O)C3CCCCC3)ccc2O[C@@H]1CN(C)Cc1ccc2c(c1)OCO2 | 4 | -1 | 3 | 14 | 0.1 | 6 | 3 | 6
O=C1NC2=C(C(=O)CCC2)C(c2ccccc2Cl)N1 (centres undefined) | x | 1 | 0 | x | 0.0 | -7 | 2 | 1
Cc1ccc(N2C(=O)C3C4C=CC(CC4)C3C2=O)cc1[N+](=O)[O-] (centres undefined) | 4 | -4 | 1 | -1 | 0.0 | -3 | 0 | 25
Cc1cc(Sc2nnc(/N=C/N(C)C)s2)c2ccccc2n1 | 6 | 4 | 4 | -4 | 0.1 | 55* | -1 | x
C[C@@H]1CCCCO[C@@H](CN(C)CC2CCCCC2)[C@H](C)CN([C@@H](C)CO)C(=O)c2cc(NS(=O)(=O)c3ccccc3)ccc2O1 | -14 | 0 | 5 | 5 | -0.1 | -7 | -7 | -22
COc1cccc(S(=O)(=O)N2CCCCN3[C@H](CO)[C@@H](c4ccc(-c5cccnc5)cc4)[C@@H]3C2)c1 | -13 | 1 | 2 | -2 | 0.3 | -7 | 0 | -5
O=C1CS(=O)(=O)N(Cc2cccc(F)c2)c2ccc(Br)cc21 | 2 | -1 | x | 0 | -0.1 | -3 | -2 | 1
